Screening data as filed in PubChem BioAssay.
Dicer inh: inhibitors of Dicer pre-microRNA processing, primary screen, biochemical, cat-ELCCA, chemiluminescence; z-score at 25 µM; AID 1347074, 2019; 47,000 tested, 6% active; Endoribonuclease Dicer (Homo sapiens), Q9UPY3; cat-ELCCA pre-miR-21 Dicer processing; active compounds read high; in the data active means z-score above about 3, passing the limit was not always enough;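 further: plate controls were vehicle for no effect and no enzyme for full effect; higher signal means more uncleaved substrate so more Dicer inhibition; strong numbers were not always called active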
Target sequence (Q9UPY3 whole entry, looked up): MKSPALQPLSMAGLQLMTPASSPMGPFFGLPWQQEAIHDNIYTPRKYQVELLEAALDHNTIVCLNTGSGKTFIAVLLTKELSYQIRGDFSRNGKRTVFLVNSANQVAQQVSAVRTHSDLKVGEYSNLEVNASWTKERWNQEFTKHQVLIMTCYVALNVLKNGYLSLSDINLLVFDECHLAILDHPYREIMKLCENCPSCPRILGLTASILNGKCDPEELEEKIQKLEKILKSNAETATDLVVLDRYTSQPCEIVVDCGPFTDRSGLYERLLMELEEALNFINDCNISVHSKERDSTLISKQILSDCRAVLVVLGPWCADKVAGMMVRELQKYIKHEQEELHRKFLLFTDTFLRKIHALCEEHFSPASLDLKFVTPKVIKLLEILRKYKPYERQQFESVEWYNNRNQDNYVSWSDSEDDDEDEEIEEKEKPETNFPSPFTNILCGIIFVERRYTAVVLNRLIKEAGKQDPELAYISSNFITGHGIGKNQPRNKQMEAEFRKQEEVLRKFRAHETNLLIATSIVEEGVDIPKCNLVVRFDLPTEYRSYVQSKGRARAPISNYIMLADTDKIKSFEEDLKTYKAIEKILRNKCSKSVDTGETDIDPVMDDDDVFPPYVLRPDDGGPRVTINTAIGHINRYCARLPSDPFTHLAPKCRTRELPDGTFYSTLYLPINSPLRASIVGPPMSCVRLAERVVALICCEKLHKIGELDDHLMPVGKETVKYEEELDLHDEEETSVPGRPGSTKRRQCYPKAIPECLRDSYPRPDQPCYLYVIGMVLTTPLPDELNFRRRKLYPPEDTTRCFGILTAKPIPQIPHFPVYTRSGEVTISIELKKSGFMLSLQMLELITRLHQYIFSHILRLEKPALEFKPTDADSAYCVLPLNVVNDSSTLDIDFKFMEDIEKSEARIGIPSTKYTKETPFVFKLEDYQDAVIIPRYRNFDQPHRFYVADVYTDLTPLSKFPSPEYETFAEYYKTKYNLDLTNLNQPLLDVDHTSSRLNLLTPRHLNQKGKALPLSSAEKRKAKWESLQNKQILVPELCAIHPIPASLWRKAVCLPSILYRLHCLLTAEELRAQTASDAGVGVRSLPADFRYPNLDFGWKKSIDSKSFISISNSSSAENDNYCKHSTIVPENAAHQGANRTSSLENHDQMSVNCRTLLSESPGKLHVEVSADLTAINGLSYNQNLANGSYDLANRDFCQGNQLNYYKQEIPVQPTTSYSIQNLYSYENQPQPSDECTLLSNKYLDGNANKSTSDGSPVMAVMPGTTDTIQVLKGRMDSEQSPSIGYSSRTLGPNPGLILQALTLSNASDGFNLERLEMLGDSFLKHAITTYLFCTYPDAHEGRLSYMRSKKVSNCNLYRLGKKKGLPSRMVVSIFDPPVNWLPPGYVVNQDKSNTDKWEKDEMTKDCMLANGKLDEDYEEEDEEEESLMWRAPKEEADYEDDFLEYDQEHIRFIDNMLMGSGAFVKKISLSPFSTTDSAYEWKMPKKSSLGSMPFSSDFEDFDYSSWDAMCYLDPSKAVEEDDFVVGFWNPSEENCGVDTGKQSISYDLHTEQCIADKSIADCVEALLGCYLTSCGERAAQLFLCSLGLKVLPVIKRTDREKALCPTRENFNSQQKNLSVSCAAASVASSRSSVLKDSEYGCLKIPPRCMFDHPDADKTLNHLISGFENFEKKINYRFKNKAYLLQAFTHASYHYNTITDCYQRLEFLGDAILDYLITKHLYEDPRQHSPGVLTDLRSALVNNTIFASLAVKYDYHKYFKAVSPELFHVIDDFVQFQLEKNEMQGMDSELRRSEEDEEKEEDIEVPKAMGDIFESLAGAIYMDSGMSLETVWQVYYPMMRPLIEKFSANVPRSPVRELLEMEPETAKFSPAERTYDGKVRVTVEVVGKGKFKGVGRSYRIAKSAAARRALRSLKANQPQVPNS
* = called active by the depositor.

SMILES | Dicer inh
CCC12CC3CC(NC(C)=O)(C1)CC(C(=O)O)(C3)C2 (configuration not stated) | 0.44
Cc1nnc(Nc2ccccc2Cl)[nH]c1=O | -0.21
CCOC(=O)Cc1csc(NC(=O)CCCC(=O)O)n1 | 0.06
CC(C)(C)NC(=O)[C@@H]1C[C@@H]2CCCC[C@@H]2CN1C(=O)c1ccno1 | -0.76
NS(=O)(=O)c1ccc(-n2nc(C(F)(F)F)cc2-c2ccc(Cl)cc2)cc1 | 2.29
O=C(C1=NNCC1c1c2ccccc2cc2ccccc12)c1cccc(Br)c1 (configuration not stated) | -0.86
CCc1cc(-c2n[nH]c(C)c2-c2nc3ccccc3s2)c(O)cc1O | 1.88
O=S(=O)(c1ccc(-c2cc(C(F)(F)F)on2)s1)N1CCc2c([nH]c3ccc(F)cc23)C1 | -2.53
COc1ccc(C2/C(=C(/O)c3ccc(C)cc3)C(=O)C(=O)N2CC(C)O)cc1 (configuration not stated) | -1.22
COc1ccc2nc(C)cc(Nc3ccccc3OC)c2c1 | 3.32*
O=c1c2ccccc2cnn1Cc1ccccc1 | 2.66
CCCC(=O)N1c2ccc(C)cc2C(=C2SC(C(=O)OC)=C(C(=O)OC)S2)C(=S)C1(C)C | 0.16
CS(=O)(=NC(=O)c1cc(C(F)(F)F)cc(C(F)(F)F)c1)c1ccc(Cl)cc1 (configuration not stated) | -0.43
CCCCc1nc(NCCN2CCOCC2)c(C#N)c2c1COC(C)(C)C2 | -0.47
Cc1ccc(S(=O)(=O)NCc2cccnc2)cc1C | 0.68
CC(=O)c1cc(Cl)cc(Cl)c1OC(=O)c1cccc(C(F)(F)F)c1 | -0.62
O=c1oc(-c2ccccc2Cl)nn1-c1ncccc1C(F)(F)F | -1.23
O=C(O)c1ccc(-c2ccc(O)c(F)c2)cc1 | -1.93
COc1ccc(-c2c(C(F)(F)F)[nH]n3c(=O)cc(C)nc23)cc1 | 2.96
C=CCC(C)(CC=C)NS(=O)(=O)c1ccc(C)cc1 | 1.11
Clc1ccc(Nc2c3c(nc4ncnn24)CCC3)cc1 | 0.47
Cc1nc(S(=O)(=O)NCc2ccc3c(c2)CCO3)cn1C | -0.41
O=C(CSc1n[nH]c(C(F)(F)F)n1)c1ccc2ccccc2c1 | -0.23
Cc1cc(C)n(-c2nc3c(c(=O)[nH]c(=O)n3C)n2C(C)C)n1 | 0.25
Cc1cc(C)c(S(=O)(=O)N2CCCN(S(=O)(=O)c3cc(C)c(C)cc3C)CC2)cc1C | 0.12
COc1ccc(Br)cc1/C=N/Nc1nccc(C(F)(F)F)n1 | 1.05
N#Cc1c(-c2ccccc2)cc(-c2ccc(Cl)cc2)nc1N | -4.48
N#Cc1c(SCC(=O)N2CCOCC2)nsc1SCC(=O)N1CCOCC1 | -0.33
Cc1[nH]c(=S)c(C#N)c(C)c1Cc1ccc(Cl)cc1Cl | -0.52
O=S(=O)(NNc1ncccc1-n1cccc1)c1ccc(Cl)c(Cl)c1 | 1.63
CC(C)(C)NC(=S)N/N=C/c1ccccc1SC(C)(C)C | 0.21
CCOC(=O)c1cnc2cc(OC)ccc2c1Cl | 0.84
COc1cc([N+](=O)[O-])c(Nc2ccccn2)cc1N1CCOCC1 | -1.15
Cc1ccc(-c2csc3ncnc(NCc4ccco4)c23)cc1 | -0.77
CN(C)c1ccc(NC(=O)C2CC=CCC2C(=O)O)cc1 (configuration not stated) | -2.56
COC(=O)c1cc2c(s1)-c1cc(Cl)ccc1S(=O)(=O)C2 | -1.16
Cn1nc(-c2ccc(Cl)cc2)cc1NC(=O)CSCC(=O)O | -1.03
COc1cc(/C=C(\NC(C)=O)C(=O)O)cc(OC)c1OC | 0.32
CCOC(=O)N/N=C(\Cc1ccccc1)c1ccccc1 | 0.39
COC(=O)CSC1=C(C#N)C(=O)NC(c2ccc(O)cc2)S1 (configuration not stated) | 0.33
COc1ccccc1C1CC(=O)C2=C(C1)NC(C)=C(C(=O)OC1CCCC1)C2c1cccs1 (configuration not stated) | 0.36
C=CCOc1cccc(C2c3c(oc4ccccc4c3=O)C(=O)N2c2ccc(C)cn2)c1 (configuration not stated) | 0.54
Nc1nc2c(ncn2[C@@H]2O[C@H](CO)[C@@H](O)[C@@H]2O)c(=O)[nH]1 | -0.78
C=CCNc1nc(C2(C)CC3(CC(COCCCCC)OC3=O)C(=O)O2)cs1 (configuration not stated) | -0.77
Clc1ccc(N2CCC(c3ccncc3)CC2)nn1 | -0.16

Single entries from the list:
COc1cc([N+](=O)[O-])c(Nc2ccccn2)cc1N1CCOCC1 in Dicer inh = -1.15
CCOC(=O)c1cnc2cc(OC)ccc2c1Cl in Dicer inh = 0.84

Additional entries follow.
SMILES | Dicer inh
Cc1nc(SCC(=O)c2ccc3c(c2)OCCO3)c2c3c(sc2n1)CCCC3 | -0.42
CC(C)(C)c1ccc(C(=O)n2c(=S)oc3ccc(Cl)cc32)cc1 | -0.04
Cc1ccc(C2Nn3c(C)nnc3SC2C(=O)Nc2cc(Cl)ccc2C)cc1 (configuration not stated) | 2.17
CCOC(=O)c1c(NC(=O)c2nc3ncccn3n2)sc(C)c1C | 1.81
O=C(O)CCSc1nnc(-c2cccnc2)o1 | -0.09
O=C1CSC(c2ccc(Cl)cc2)N1c1ccccc1 (configuration not stated) | 2.42
CCCC1C(=O)N2C(N(C)C)=Nc3ccc(C)cc3N2C1=O (configuration not stated) | 0.16
CCOC(=O)c1ccc(Oc2coc3cc(OC(=O)N4CCOCC4)ccc3c2=O)cc1 | 1.98
O=C1c2cccc3cccc(c23)C(=O)C1c1ccccc1 | -1.14
CCCc1nc2ccccc2n1CC(O)COc1cc(OC)cc(OC)c1 (configuration not stated) | -1.35
O=C(O)CCCN1C(=O)C(=O)/C(=C(\O)c2ccc(F)cc2)C1c1cccnc1 (configuration not stated) | 0.01
O=C(Oc1cccc2cccnc12)c1cccs1 | 2.22
O=C(COc1ccc2c(=O)c(-c3ccccc3)coc2c1)OC1CCCCC1 | -0.48
O=[N+]([O-])c1cnc(Sc2n[nH]c(-c3ccccc3)n2)s1 | -2.78
COC(=O)Cc1[nH]nc2c1C1(CCOC1C)C(C#N)=C(N)O2 (configuration not stated) | -4.18

A different layout for two compounds above:
structure	Dicer inh
CCOC(=O)c1c(NC(=O)c2nc3ncccn3n2)sc(C)c1C	1.81
O=C1c2cccc3cccc(c23)C(=O)C1c1ccccc1	-1.14

The list continues:
SMILES | Dicer inh
CN(C)/C=N/c1nnc(SCc2ccc(C(=O)Oc3ccc(F)cc3F)cc2)s1 | -0.95
CN(C)/C=C(/Sc1nnc(C(F)(F)F)n1C)C(=O)c1ccc(Cl)cc1 | -0.74
CCOC(=O)C1CCCN(S(=O)(=O)c2ccc(F)c(Cl)c2)C1 (configuration not stated) | -1.08
Cn1c(C(C#N)C(=O)c2ccccc2I)nc2ccccc21 (configuration not stated) | -0.3
Cc1ccc(NC(=O)N2C(=O)C3(OCCO3)c3ccccc32)cc1 | -1.05
CC1CCc2c(sc(NC(=O)CSc3nnc(-c4ccncc4)n3Cc3ccccc3)c2C#N)C1 (configuration not stated) | 0.63
CC(C)NC(=O)c1sc2ccccc2c1Cl | 0.57
CCOC(=O)N1CCN(CN2CCCCC2=O)CC1 | 1.18
O=C(CSc1n[nH]c(-c2ccccc2F)n1)c1ccccc1 | 1.23
CCC(NC(C)C)C(O)c1ccc(O)c(O)c1 (configuration not stated) | 0.88
COc1ccc(NC(=O)OC(C)(C)C)cc1 | -0.18
Cn1nc(CC(=O)Nc2cccc(O)c2)c2ccccc2c1=O | 0.55
Cc1[nH]c2ccccc2c(=O)c1CN1CCCCC1 | -0.97
CN(C)CCOC(=O)c1ccc2c(c1)C(=O)c1ccccc1-2 | 1.76
COc1ccc2sc(C(=O)O)c(Br)c2c1 | 4.33*

Compounds from the list above with two or more sulfur atoms:
SMILES | Dicer inh
O=S(=O)(c1ccc(-c2cc(C(F)(F)F)on2)s1)N1CCc2c([nH]c3ccc(F)cc23)C1 | -2.53
CCCC(=O)N1c2ccc(C)cc2C(=C2SC(C(=O)OC)=C(C(=O)OC)S2)C(=S)C1(C)C | 0.16
Cc1cc(C)c(S(=O)(=O)N2CCCN(S(=O)(=O)c3cc(C)c(C)cc3C)CC2)cc1C | 0.12
N#Cc1c(SCC(=O)N2CCOCC2)nsc1SCC(=O)N1CCOCC1 | -0.33
CC(C)(C)NC(=S)N/N=C/c1ccccc1SC(C)(C)C | 0.21
COC(=O)c1cc2c(s1)-c1cc(Cl)ccc1S(=O)(=O)C2 | -1.16
COC(=O)CSC1=C(C#N)C(=O)NC(c2ccc(O)cc2)S1 (configuration not stated) | 0.33
Cc1nc(SCC(=O)c2ccc3c(c2)OCCO3)c2c3c(sc2n1)CCCC3 | -0.42
O=[N+]([O-])c1cnc(Sc2n[nH]c(-c3ccccc3)n2)s1 | -2.78
CN(C)/C=N/c1nnc(SCc2ccc(C(=O)Oc3ccc(F)cc3F)cc2)s1 | -0.95
CC1CCc2c(sc(NC(=O)CSc3nnc(-c4ccncc4)n3Cc3ccccc3)c2C#N)C1 (configuration not stated) | 0.63

(further entries)
SMILES | Dicer inh
COc1ccc(N2C(=O)c3cccnc3C2=O)cc1OC(C)=O | 13.6
CN(C)C(=O)Nc1ccc(C(C)(C)C)cc1 | 0.46
CCCOC(=O)Cn1nnc2sc3c(c2c1=O)CCC(C)C3 (configuration not stated) | -0.33
CNc1oc(-c2ccc(F)cc2)nc1C#N | -0.55
N#Cc1ccc(CNC(=S)Nc2cc(Cl)ccc2Cl)cc1 | 1.16
Cc1c(C)n(C(=O)CSc2nc3ccccc3[nH]2)c2ccccc12 | 1.55
COc1ccc(OC)c(NC(=O)C(=O)NN)c1 | -1.36
CCOC(=O)C1=C(C)NC(=O)NC1c1ccc(N(C)C)cc1 (configuration not stated) | 0.87
Cc1ccc(C2=CC(c3ccccc3Cl)n3nc(CCCO)nc3N2)cc1 (configuration not stated) | 1.31
Cc1ccc(Nc2nc(-c3ccc(O)cc3)cs2)nc1 | 4.42*
COC(=O)C1=C(C)N(c2ccc(F)cc2)CC1=O | 3.2*
O=C1CSC(c2ccccc2)N1c1ccc2ccccc2c1 (configuration not stated) | 1.05
O=C(O)c1cccc(N2C(=O)C3C4C=CC(CC4)C3C2=O)c1 (configuration not stated) | 2
Cn1c(=O)n(CC(=O)O)c(=O)c2c1nc1n2CCCN1c1ccc(Br)cc1 | -0.92
CNC(=O)c1c(NC(=O)c2ccco2)sc2c1CCC(C(C)(C)C)C2 (configuration not stated) | 0.51
Cc1cc(NC(=O)c2c(C)noc2C)no1 | 0.96
CCOC(=O)c1cc(S(=O)(=O)C(C)C)c(SC)s1 | 3.84*
COc1ccc(-c2cnn3c(C(F)(F)F)cc(-c4cccs4)nc23)cc1OC | -0.97
COc1ccc(NC(=O)N(Cc2ccccc2)C(=O)CC#N)cc1 | 0.17
CSC1=C(C#N)C(=O)NC(c2cccs2)S1 (configuration not stated) | 0.19
CSc1nc(N2CCCC2)nc(-c2ccco2)c1C#N | 0.22
CCc1ccc(/C=C/c2c([N+](=O)[O-])c(=O)n(C)c(=O)n2C)cc1 | -0.48
CCOC(=O)c1sc(NC(=O)C(F)(F)F)c(C(=O)OCC)c1C | -2.6
CNC(=O)N(CCS(=O)(=O)c1ccc(Cl)cc1)Cc1cccs1 | -2.51
CCSCCOC(=O)C1=C(C)NC2=C(C(=O)CC(C)(C)C2)C1c1ccc(OC(C)=O)cc1 (configuration not stated) | -0.22
COc1cccc(C2=Nc3cccc4cccc(c34)N2)c1 | 6.98
O=C(NCCCSc1ccccc1F)c1ccc(Cl)cc1Cl | -0.42
CCOC(=O)CN1C(=O)C(O)(CC(=O)c2ccc(C)cc2C)c2ccccc21 (configuration not stated) | 1.27
ONC(=NCCc1ccncc1)C(c1ccccc1)c1ccc(F)cc1 (configuration not stated) | 0.33
CC1=C(OC(=O)/C=C/c2ccccc2)C(=O)CC1 | -0.53
CC1=C(C(=O)OCCc2ccccc2)C(c2ccsc2)C2=C(CCCC2=O)N1 (configuration not stated) | 3.75*
N#CCc1ccc(NC(=O)Nc2cccc3ccccc23)cc1 | -0.09
N#CCCN(CCc1ccccn1)C(=O)Nc1ccc(F)cc1 | -0.92
Cc1ccc(CSc2ssc(=S)c2-c2ccccc2)cc1 | -0.46
Cc1ccc(F)cc1NC(=O)Nc1cc(C(C)(C)C)nn1C | 4.02*
CCC1(c2cccc(OC)c2)CCCC/C1=N\O (configuration not stated) | -0.12
O=c1c(Cl)c(N2CCOCC2)cnn1-c1cnc2ccccc2n1 | -0.35
COC(=O)c1sccc1NC(=O)Cn1cnc2c1c(=O)n(C)c(=O)n2C | 1.32
COc1ccc(-n2nnnc2-c2c[nH]c3ccc(C)cc23)cc1 | -0.32
CCOc1ccc(S(=O)(=O)n2c(C)nc3ccccc32)c2ccccc12 | 0.22
CCOC(=O)Cn1cc(Cl)c(=O)c(Cl)c1 | 0.75
CCCCCCSC1=C(C#N)C(c2cccc(Cl)c2)CC(=O)N1 (configuration not stated) | -1.2
N#Cc1c(OCC(F)(F)F)ccc(S(=O)(=O)Oc2ccc([N+](=O)[O-])cc2)c1OCC(F)(F)F | -0.54
CCCc1cc(NCCCN2CCOCC2)n2c(nc3ccccc32)c1C#N | 1.92
COc1ccc(CN2CCN(Cc3ccco3)CC2)cc1 | 0.81
CCSc1nnc2c3ccccc3n(C)c2n1 | 2.87
S=C(NC1CC2C=CC1C2)N1CCN(C(=S)NC2CC3C=CC2C3)CC1 (configuration not stated) | 0.28
O=C1CC(c2ccc3c(c2)OCO3)c2c(-c3ccccc3)nn(-c3ccccc3)c2N1 (configuration not stated) | 0.02
N#CC1=C(SCc2ccccc2)NC(=O)CC1c1ccccc1Cl (configuration not stated) | 1.64
Nc1nnc(-c2nonc2N)s1 | -0.08
COC(=O)Cn1cc(C(=O)c2cccs2)c2ccccc21 | 0.97
O=c1[nH]nc(SCCS(=O)(=O)c2ccc(F)cc2)n1-c1ccccc1C(F)(F)F | -2.08
COC(OC)c1ccc(C#N)c(SCC(=O)c2ccc(C)cc2)n1 | -2.51
CC(C)(C)c1ccc(Oc2ccc(NC(=O)Nc3cc4ccccc4s3)cn2)cc1 | -0.88
CS/C(=N\Nc1c(Cl)cc(Cl)cc1Cl)NC(=O)c1c(Cl)cccc1Cl | 1.64
O=c1[nH]c(Nc2ccccc2)cc2ccccc12 | -10.8
COc1cc(C2CC(=O)Nc3nc(N)[nH]c(=O)c32)ccc1OCc1ccc(Cl)cc1 (configuration not stated) | -0.79

Some of the compounds tested, so the mix of outcomes need not match the whole.
